High-throughput results deposited in PubChem by several laboratories.
Hsp70 act = Hsp70 transcriptional activators, primary screen, cell-based, HeLa, Hsp70 promoter luciferase, luminescence, 10 µM; HeLa Hsp70 promoter luciferase reporter; scaled: vehicle 0, proteasome-inhibitor control 100%; activation, % at 10 µM; 200,000 compounds, 0.04% hits; AID 1203, 2008;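 active = activation above the mean across all tested compounds plus 3 SD, cutoff set per campaign, cut at about 5.5% in these data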;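 note: 100% = MG132 at 30 µM as the positive control and 0% = DMSO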
PMI activator = activators of human PMI, primary screen, biochemical, fluorescence intensity, near-Km mannose 6-phosphate; Mannose-6-phosphate isomerase (Homo sapiens), P34949; purified human PMI, coupled resazurin fluorescence, 20 min; stronger effect = higher value; 1 = vehicle control, 0 substrate-free wells; activation factor at 20 µM; 190,000 compounds, 0.005% hits; AID 1214, 2008;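 active = activation factor of 2 or more at 20 µM, relative to plate controls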
Target sequence (P34949 whole entry, looked up): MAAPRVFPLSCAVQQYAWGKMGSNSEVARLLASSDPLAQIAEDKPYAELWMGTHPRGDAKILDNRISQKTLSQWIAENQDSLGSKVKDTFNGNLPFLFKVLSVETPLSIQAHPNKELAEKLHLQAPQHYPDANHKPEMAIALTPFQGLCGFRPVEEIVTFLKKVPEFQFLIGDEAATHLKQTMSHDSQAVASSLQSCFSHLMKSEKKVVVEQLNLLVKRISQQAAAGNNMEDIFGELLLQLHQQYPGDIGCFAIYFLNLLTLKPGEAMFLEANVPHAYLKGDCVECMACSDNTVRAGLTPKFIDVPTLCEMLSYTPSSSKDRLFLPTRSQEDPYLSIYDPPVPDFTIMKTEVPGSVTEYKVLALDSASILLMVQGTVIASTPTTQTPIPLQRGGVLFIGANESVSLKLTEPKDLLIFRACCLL
S1P3 antag = S1P3 receptor antagonists, primary screen, cell-based | CHO S1P3 NFAT-BLA reporter, FRET fluorescence, antagonist mode | 170,000 compounds, 0.27% hits | inhibition, % at 4.98 µM;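 active = inhibition above the plate cutoff, the mean inhibition of test wells on that plate plus 3 SD, cut at about 28% in these data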;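 note: cells challenged with S1P at its EC80 of 0.8 µM; blue over green emission ratio from cleaved BLA substrate after 4 h stimulation; 0% = S1P-stimulated wells and 100% = unstimulated DMSO-only wells; some compounds past the cut are filed as inactive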
Target sequence (Q99500 whole entry, looked up): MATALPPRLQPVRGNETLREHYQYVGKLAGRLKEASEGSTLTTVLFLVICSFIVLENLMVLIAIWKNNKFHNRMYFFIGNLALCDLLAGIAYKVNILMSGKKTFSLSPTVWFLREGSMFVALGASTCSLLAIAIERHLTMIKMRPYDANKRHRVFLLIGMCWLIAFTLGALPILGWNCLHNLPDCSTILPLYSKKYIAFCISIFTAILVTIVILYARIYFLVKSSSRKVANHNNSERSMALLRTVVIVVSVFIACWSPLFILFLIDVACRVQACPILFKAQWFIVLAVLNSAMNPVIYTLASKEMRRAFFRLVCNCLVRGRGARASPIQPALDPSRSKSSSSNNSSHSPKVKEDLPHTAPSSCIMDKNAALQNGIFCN
Lmaj promast = Leishmania major promastigote growth inhibition, primary screen; 200,000 compounds, 9% hits; inhibition, % at 10 µM; Leishmania major promastigotes, resazurin fluorescence viability; in the data active = inhibition above about 50%;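 note: promastigotes grown with compound for 44 hours at 28 °C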
PMI act satM6P = human PMI activators, high substrate, primary screen, biochemical, fluorescence intensity, near-saturating mannose 6-phosphate. activation factor at 20 µM. AID 1216, 2008. 190,000 compounds, 0.34% hits. Mannose-6-phosphate isomerase (Homo sapiens), P34949. coupled PMI enzyme assay, resazurin fluorescence, 20 min; stronger effect = higher value; 1 = untreated enzyme, 0 = substrate-free blank;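 active = activation factor of 2 or more at 20 µM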
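Test system: human phosphomannose isomerase with PGI, G6PDH, diaphorase coupling enzymes; Amount: PMI at 15 ng/mL final; Reagent: Mannose-6-phosphate 1.0 mM (near-saturating) plus 0.22 mM NADP+; Timing: 20 min, room temperature; Technique: resorufin fluorescence at Ex 544/Em 590 nm; Dosing: 20 µM single dose.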
TNAP inh no acc = human TNAP enzyme inhibitors, primary screen, biochemical, luminescent, no phosphate acceptor, uHTS | Alkaline phosphatase, tissue-nonspecific isozyme (Homo sapiens), P05186 | purified TNAP, CDP-star luminescence, 30 min | inhibition, % at 20 µM | 200,000 compounds, 0.26% hits | AID 1012, 2008;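 active = tissue-nonspecific alkaline phosphatase inhibition above about 50% at 20 µM in the single-dose screen, limit read from the data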;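 note: 0% = DMSO negative control and 100% = EDTA positive control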
DTT redox prof = compounds producing H2O2 with reducing agent – biochemical, NIH compound library profiling, artefact control for MLSCN library redox annotation, primary screen; DTT-dependent redox cycling H2O2, phenol red/HRP absorbance; 100% = 100 µM peroxide control, 0% = buffer; 200,000 compounds, 0.03% hits; AID 878, 2007; activation, % at 10 µM;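 active = activation of at least 50% relative to the plate's high and low controls in the primary single-dose screen; inactive = activation below 50%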;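 note: compound incubated with DTT at 0.8 mM final as the reducing agent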
HMGR II inh = inhibitors of E. faecalis class II HMGR, primary screen, biochemical, Enterococcus faecalis; purified E. faecalis HMGR, NADPH absorbance 340 nm kinetic; 190,000 compounds, 0.41% hits; inhibition, % at 10 µM; HMG-CoA reductase (Enterococcus faecalis, mvaE);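 active = inhibition above a set limit, the median over all tested compounds plus 3 SD, cut at about 9.5% in these data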;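 note: enzyme runs in reverse so mevalonate oxidation gives rising NADPH absorbance; 0% = complete reaction with DMSO and 100% = background rate lacking mevalonate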
TNAP inh hiacc = human TNAP enzyme inhibitors, primary screen, biochemical, luminescent, high phosphate acceptor level, uHTS; inhibition, % at 20 µM; 200,000 compounds, 0.03% hits; purified TNAP, CDP-star luminescence, 1 M DEA; AID 1135, 2008;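 active = over 50% inhibition of tissue-nonspecific alkaline phosphatase at 20 µM in the single-dose screen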;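 note: plate controls were DMSO wells for no effect and EDTA-quenched wells as full inhibition for full effect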
RAM network inh = inhibitors of the yeast RAM network, primary screen, dse1pr::URA3 reporter, 5-FOA selection; S. cerevisiae dse1pr::URA3 reporter, 5-FOA growth OD615, 2 d; analog-sensitive cbk1-as2 kinase mutant strain; inhibition, % at 50 µM; 190,000 compounds, 1.8% hits; AID 868, 2007;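 active = inhibition above a set limit, 3 SD over mean compound inhibition, cut at about 8.4% in these data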;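 note: 0% = DMSO-only wells with no growth and 100% = 10 µM 1-NA-PP1 full growth; inhibition rescues growth on 5-FOA so higher OD means more RAM inhibition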
Starred values were filed as active, the others as inactive; . = not tested or not shown.

Structure | Hsp70 act | PMI activator | S1P3 antag | Lmaj promast | PMI act satM6P | TNAP inh no acc | DTT redox prof | HMGR II inh | TNAP inh hiacc | RAM network inh
CCOc1ccc(N2CC(C(=O)Nc3ccccc3F)CC2=O)cc1 (stereo unspecified) | -0.5 | 1.1 | . | 0 | 1 | -15 | 0.3 | -5 | -4 | 4.0
CCOC(=O)C(NC(C)=O)(Nc1ccc(S(=O)(=O)Nc2ncccn2)cc1)C(F)(F)F (stereo unspecified) | -0.1 | 1 | -3 | 1 | 1.1 | -17 | -1.8 | -8 | -3 | -0.5
CC1CC(C)CN(CCCOc2ccccc2[N+](=O)[O-])C1 (stereo unspecified) | -0.3 | 1.1 | -21 | 81* | 1.2 | -2 | -0.5 | 3 | 0 | 2.9
CCc1ccc(CN(C)C(=O)c2cc(COc3c(F)cccc3F)on2)cc1 | 0.0 | 0.8 | 6 | -4 | 0.9 | -8 | -1.8 | 1 | -5 | 9.4*
COC(=O)/C(=C/c1c[nH]c2ccccc12)[N+](=O)[O-] | -0.3 | 1 | . | 0 | 0.9 | 34 | -3.3 | -5 | -7 | -1.1
CC(C)(C)n1nnnc1C(c1cccc(C(F)(F)F)c1)N1CCOCC1 (stereo unspecified) | -0.1 | 1 | -16 | -2 | 1 | -11 | 2.1 | 3 | -4 | 1.1
COC(=O)Nc1ccc(S(=O)(=O)N2CCC(C(=O)N3CCCC(C)C3)CC2)cc1 (stereo unspecified) | -0.2 | 1 | -6 | -3 | 1.1 | -11 | -0.8 | -1 | -6 | 1.5
Cc1cc(C)nc(-n2ncc3c2CCCC3=O)n1 | -0.1 | 1 | -24 | 0 | 0.9 | -6 | -0.6 | 1 | 0 | 1.0
CCN(CC)CC(=O)n1c2c(c3ccccc31)CCCC2 | -0.1 | 1.1 | 13 | -4 | 1.1 | -4 | -0.6 | -6 | -3 | -0.5
Cc1[nH]nc2c1C1(CCN(Cc3ccccc3)CC1)C(C#N)=C(N)O2 | -0.1 | 1 | -12 | 15 | 1 | 1 | 3.5 | . | -5 | -0.6
O=C(Cc1coc2ccc3ccccc3c12)Nc1nccs1 | -0.1 | 1 | . | -2 | 1 | -8 | 0.9 | -5 | -7 | 8.2
COc1ccccc1-c1nnc2sc(COc3ccccc3)nn12 | 0.2 | 1.2 | . | -5 | 1.1 | 4 | 0.3 | 0 | -9 | 2.4
CCCn1c(CNS(=O)(=O)c2ccc(C)cc2)nc2ccccc21 | 0.0 | 0.2 | -2 | 5 | 0.9 | 4 | -1.0 | 2 | 4 | 1.4
Cc1cc(C)n(Cc2ccc(C(=O)NCc3ccco3)o2)n1 | -0.5 | 1 | . | -24 | 1.1 | -8 | 0.1 | 0 | -1 | 2.2
CCc1ccc(N(CC(=O)Nc2sc3c(c2C(=O)OC)CCCC3)S(C)(=O)=O)cc1 | 0.1 | 0.8 | -17 | 16 | 0.8 | -2 | -0.3 | 2 | -3 | 5.6
CC1CCC(C(C)C)C(=O)/C1=C\c1ccc(NC(=O)CCC(=O)O)cc1 (stereo unspecified) | -0.2 | 1.1 | -19 | 4 | 1 | -10 | 0.0 | -2 | -5 | -2.2
COc1ccc(CC(=O)OCc2cc3ccccc3[nH]c2=O)cc1 | 0.0 | 1.1 | -44 | -7 | 1.1 | -8 | 1.7 | 2 | -5 | 3.6
CC(C)(C)NS(=O)(=O)c1ccc(NC(=O)NC2CCCCC2)cc1 | -0.2 | 0.9 | . | -5 | 0.9 | -16 | -4.7 | -5 | -6 | 0.5
O=C(NN1C(=O)c2ccccc2NC1c1ccco1)c1ccc([N+](=O)[O-])cc1 (stereo unspecified) | -0.4 | 1.1 | 0 | -3 | 1 | -14 | -0.6 | -8 | -4 | 0.5
CCOC(=O)c1ccc(N2C(=O)CC(C(=O)OC)=C2C)cc1 | 0.2 | 1 | -19 | 86* | 1 | -3 | 0.5 | -1 | 2 | 2.1
O=C(CNS(=O)(=O)c1ccc(C(=O)N2CCOCC2)cc1)N1CCOCC1 | 1.1 | 1 | -6 | -3 | 1 | -12 | 0.0 | -11 | -5 | 0.1
O=C(CN1C(=O)S/C(=C\c2ccc(O)cc2)C1=O)c1ccccc1 | 0.2 | 0.9 | 10 | 19 | 0.9 | 13 | -2.0 | -2 | 12 | 4.7
O=c1c2[nH]c3ccccc3c2ncn1Cc1ccco1 | -0.4 | 0.9 | . | 2 | 1.1 | -11 | -4.3 | 3 | -5 | 4.0
S=c1[nH]nc(C2CCCCC2)n1/N=C/c1ccccn1 | 0.0 | 0.9 | -4 | 3 | 0.9 | 28 | -2.3 | -4 | -2 | 0.8
O=C1CC(Cc2ccccc2)C(=O)N1c1ccc(Cl)cn1 (stereo unspecified) | -0.4 | 1.1 | 10 | -9 | 1 | -13 | -0.4 | -7 | -5 | 1.6
Cc1ccc(C)c(Nc2nc3nonc3nc2N2CCOCC2)c1 | -0.5 | 1 | . | 0 | 1 | -5 | 1.9 | 2 | 0 | 2.7
Cc1onc(C(=O)N2CCN(C(c3ccccc3)c3ccccc3)CC2)c1[N+](=O)[O-] | -0.1 | 1 | -2 | -1 | 1 | -2 | 1.2 | 4 | -3 | 0.9
CC(CCc1ccccc1)N1CCN(Cc2ccccc2)CC1 (stereo unspecified) | -0.2 | 1.1 | -6 | 97* | 1.1 | -14 | -0.4 | -1 | -2 | 1.5
c1ccc(-c2nnc(N3CCOCC3)nc2-c2ccccc2)cc1 | -0.3 | 0.9 | 3 | 4 | 1 | -10 | -0.7 | -2 | -7 | 0.4
Cc1ccc(/C=N\NC(=O)Cn2c(C)nc3ccccc32)o1 | 0.0 | 1 | . | -3 | 0.9 | -3 | -7.2 | -3 | -4 | 1.5

Structure | Hsp70 act | PMI activator | S1P3 antag | Lmaj promast | PMI act satM6P | TNAP inh no acc | DTT redox prof | HMGR II inh | TNAP inh hiacc | RAM network inh
COCCOC(=O)C1=C(C)N=C2SCCC(=O)N2C1c1ccc(OC(=O)c2ccco2)cc1 (stereo unspecified) | 0.5 | 1 | . | 5 | 1 | -13 | -0.4 | 0 | -6 | 0.5
Cc1cnc(C(=O)OCC(=O)Nc2cc(S(=O)(=O)N3CCCCC3)ccc2Cl)cn1 | -0.3 | 0.9 | -27 | -5 | 0.8 | -12 | -0.6 | -6 | -7 | -0.1
C=CCn1c(N2CCCCCC2)nc2c1c(=O)[nH]c(=O)n2C | -0.1 | 0.9 | -14 | 7 | 0.9 | -10 | 1.8 | -6 | -2 | -0.7
CC(=O)N1CCN=C1SCc1c(F)cccc1Cl | -0.1 | 0.9 | 10 | -7 | 0.8 | 4 | -0.1 | -7 | -1 | 1.0
C(#Cc1ccc(C#CCN2CCCC2)cc1)CN1CCCC1 | -0.6 | 0.8 | . | 92* | 0.9 | -5 | -0.8 | -4 | -1 | 0.1
CC(C)c1nc(N2CCN(C(=O)c3ccccc3)CC2)c(C#N)c2c1COC(C)(C)C2 | -0.3 | 0.9 | -18 | 74* | 0.9 | -9 | 1.5 | 2 | -6 | 1.8
CCCCn1nc2cc(C(=O)N(CC)c3ccc(OC)cc3)ccc2c1OCC | -0.2 | 0.9 | . | -3 | 0.9 | -14 | -3.5 | 1 | -5 | -0.6
Cc1nc(SCC(=O)NCc2ccc3c(c2)OCO3)c(C#N)c2c1CCCC2 | 1.0 | 1 | 0 | 7 | 1 | -12 | -2.7 | -1 | -5 | 3.0
O=S(=O)(Nc1nc(-c2sccc2Cl)cs1)c1cc(Cl)ccc1Cl | -0.1 | 0.6 | . | -9 | 1.2 | -6 | 1.3 | 3 | -2 | 3.5
CC(=O)Nn1c(-c2ccccc2)cc2ccccc21 | -0.2 | 1 | 8 | -8 | 1 | -10 | 1.8 | -5 | -6 | -1.1
CCOc1ccccc1N1C(=O)CC(Nc2ccc(N3CCOCC3)cc2)C1=O (stereo unspecified) | 0.0 | 1 | -2 | -7 | 0.7 | -4 | 0.5 | -3 | -2 | 4.5
Cc1cccc(N2C(=S)NC3c4ccccc4OC2(C)C3C(=O)N(C)C)c1 (stereo unspecified) | -0.1 | 1.1 | -5 | 26 | 1.2 | -2 | -0.6 | -6 | -8 | -1.5
O=C(NN=C1CCCCCCC1)c1ccc2ccccc2n1 | -0.4 | 1.1 | 7 | 0 | 1 | -22 | 0.1 | 5 | 0 | 0.9
CC(C)(C)c1cn(-c2ccc(Cl)cc2)c(=S)[nH]1 | -0.3 | 0.8 | . | -6 | 0.9 | -8 | -0.2 | 1 | -5 | 1.3
COc1ccc(CCNC(=O)c2cnn3ccccc23)c(OC)c1OC | -0.1 | 0.9 | -8 | -4 | 0.9 | -24 | -0.1 | -2 | -5 | 2.0
Cc1cc(C(=O)CSc2nnc(-c3ccc(OC(F)F)cc3)o2)c(C)n1Cc1cccs1 | -0.1 | 1 | -29 | 0 | 1 | -10 | 1.7 | -3 | -7 | 2.4
C=CCn1c(C)cc(C(=O)CSc2nc3ccccc3o2)c1C | -0.2 | 0.8 | -7 | -4 | 0.8 | -9 | 0.5 | 0 | -2 | 2.9
CCN1CCc2c(sc(N)c2C(N)=O)C1 | 0.0 | 1 | . | -1 | 0.7 | -12 | -2.6 | 2 | -1 | 2.6
CCCN1C(=O)C(O)(CC(=O)c2ccc3c(c2)OCCO3)c2ccccc21 (stereo unspecified) | -0.1 | 0.8 | 7 | -10 | 0.8 | -9 | -0.6 | -4 | 0 | 1.6
O=c1cc(Cn2ccnc2)c2cc3c(cc2o1)CCC3 | 0.0 | 1 | 10 | -4 | 0.9 | -11 | -1.1 | -3 | -1 | -0.1
COCCCNC(=O)C(=O)N/N=C/c1cc2c(cc1Br)OCO2 | -0.2 | 0.9 | 1 | 4 | 1 | -3 | 0.0 | 4 | 1 | 1.4
CCOc1ccc(NC(=S)N2CCC(c3nc4ccccc4[nH]3)CC2)cc1 | -0.4 | 0.9 | -6 | -7 | 0.8 | 0 | -0.5 | -3 | 0 | 1.3
Cc1ccc(C)c(CSc2nnc(-c3cccs3)n2Cc2ccco2)c1 | -0.3 | 0.9 | . | 48 | 0.9 | -12 | 1.6 | -14 | -5 | 5.4
COCCNC(=O)c1ccccc1NC(=O)c1ccccc1SC | -0.1 | 0.7 | 4 | 1 | 0.8 | -11 | -0.3 | -2 | -4 | -0.2

No enrichment for hits; overall some 12% were active at least once.
